Mtb RmlCD inh = inhibitors of Mycobacterium tuberculosis RmlC and RmlD coupled enzymes | RmlC+RmlD coupled enzyme assay, percent inhibition; primary screen in compound mixtures | P9WH09+P9WH11 | inhibition, % at 3.6 µM | AID 1533 | actives 0.03% (n = 160,000); in the data active = inhibition mostly above about 34%, no sharp cut-off; note: some results filed as inactive read as strong as hits
Target sequence (P9WH09 whole entry, looked up): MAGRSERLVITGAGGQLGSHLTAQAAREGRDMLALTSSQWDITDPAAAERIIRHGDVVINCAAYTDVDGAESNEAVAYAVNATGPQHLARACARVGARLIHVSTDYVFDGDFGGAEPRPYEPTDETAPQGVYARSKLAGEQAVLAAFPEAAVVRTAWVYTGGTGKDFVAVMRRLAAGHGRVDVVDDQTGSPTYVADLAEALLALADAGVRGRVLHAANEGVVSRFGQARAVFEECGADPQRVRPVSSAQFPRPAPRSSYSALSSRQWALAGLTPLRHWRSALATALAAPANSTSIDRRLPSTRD
Target sequence (P9WH11 whole entry, looked up): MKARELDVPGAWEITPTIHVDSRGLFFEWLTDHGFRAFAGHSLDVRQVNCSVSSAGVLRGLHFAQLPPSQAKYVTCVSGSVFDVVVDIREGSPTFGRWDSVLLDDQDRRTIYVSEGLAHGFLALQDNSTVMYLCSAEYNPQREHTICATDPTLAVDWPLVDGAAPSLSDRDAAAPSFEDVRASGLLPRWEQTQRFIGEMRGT
M. tuberculosis GlmU = inhibition of mycobacterial GlmU enzyme – biochemical, glucosamine-1-phosphate acetyltransferase (AID 1376); M. tuberculosis GlmU acetyltransferase enzyme assay; higher % means a stronger effect; inhibition, %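 (tested at 30 µM in the primary screen)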, or IC50 in µM where a hit was titrated; actives 0.25% (n = 220,000); in the data active = inhibition above about 13%;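 note: 0% = complete reaction with vehicle and 100% = reaction without substrate; strong numbers were not always called active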
* = called active by the depositor; nt = no result given. Only part of the results is shown; rates above refer to the full screens.

SMILES	Mtb RmlCD inh	M. tuberculosis GlmU
O=C(CC1C(=O)NCCN1Cc1ccc(-c2ccccc2)cc1)NCC1CC1 (configuration not stated)	3	3.2%
CCc1cccc(OCCN2CCCC2)c1	-4	-1.5%
Cc1cc(C(=O)Nc2sc(C)c(C)c2C#N)no1	8	5.2%
Cc1ccc(C(C[N+](=O)[O-])c2c(-c3ccccc3O)[nH][nH]c2=O)cc1 (configuration not stated)	4	3.9%
CCN1C(=O)C(CC(=O)Nc2ccc(OC)cc2)N(CCc2ccccc2)C1=S (configuration not stated)	-11	-0.5%
O=C(NC(Cc1c[nH]c2ccccc12)C(=O)NCCCN1CCOCC1)c1cccs1 (configuration not stated)	51	3.2%
COc1ccc(COC(=O)N/N=C(\C)CC(=O)Nc2ccc(Cl)cn2)cc1	70	3.8%
COc1ccc(CN2CCN(C(=O)c3cccc(OC)c3OC)CC2)cc1OC	1	-0.3%
Cc1ccc(SCC(=O)Nc2cccc(-c3nnc(-c4ccco4)o3)c2)cc1	-1	-4.5%
O=C(Cn1ncc2c1-c1ccccc1OC2)Nc1ccc(Cl)cn1	-4	1.1%
CC1CN(C(=O)c2ccc(COc3ccc(C(C)C)cc3)o2)CC(C)O1 (configuration not stated)	-9	-2.4%
COc1ccccc1NS(=O)(=O)c1ccc(C(=O)OCC(=O)NCc2ccco2)cc1	8	6.8%
NC(=O)c1c(Nc2nc3c(F)cccc3s2)sc2c1CCCC2	28	4.9%
CCOc1cc2c(cc1OCC)C(c1ccccc1OC)OC(=O)C2 (configuration not stated)	nt	5.3%
CCOC(=O)C1=C(C)OC(N)=C(C#N)C1c1cccc(C)c1 (configuration not stated)	9	5.8%
CC1=C(C#N)C(=O)NC(C)(C)C1	nt	-4.2%
COc1ccc(-c2cc(C(=O)NCc3ccco3)no2)cc1OC	0	4.1%
COc1cccc(C(N)CC(=O)O)c1 (configuration not stated)	nt	-1.2%
COc1ccccc1NC(=O)CC1C(=O)NCCN1C(=O)Nc1ccccc1 (configuration not stated)	-3	0.2%
Fc1ccc(NC(=S)N2N=CCC2c2ccccc2)cc1 (configuration not stated)	nt	1.0%
Cc1ccc(/C=C/C(=O)Nc2ccc(N(C)C)cc2)o1	20	-6.7%
CCn1c(-c2cc(C3CC3)nc3ccccc23)n[nH]c1=S	26	-5.7%
CC(C)CN(CC(C)C)C(=S)Nc1ccc(Cl)cc1	-3	-4.7%
O=C(Nc1cccc(S(=O)(=O)NC2=NCCC2)c1)c1cc(-c2ccco2)nc2ccccc12	5	7.6%
C[N+](C)(C)c1ccccc1	-2	-2.9%
Cc1nnc2c3ccccc3c(-c3cccc4ccccc34)nn12	nt	7.2%
CCc1cc(=O)oc2cc(C)cc(OCC(C)=O)c12	7	-1.2%
Nn1c(SCC(=O)N2CCCc3ccccc32)nnc1-c1ccccc1	nt	5.5%
CN(C)C(CNC(=O)c1cccc(S(=O)(=O)N2CC3(C)CC2CC(C)(C)C3)c1)c1ccco1 (configuration not stated)	7	-2.7%
N/C(=N\OC(=O)c1ccc2c(c1)OCO2)c1cccc([N+](=O)[O-])c1	-6	-1.2%
CCOC(=O)c1sc(=S)n(-c2ccc(Cl)cc2)c1C	nt	-1.4%
Nc1c(S(=O)(=O)c2cc(Cl)ccc2Cl)c2nc3ccccc3nc2n1CCN1CCOCC1	nt	2.2%
CCc1ccc(S(=O)(=O)Nc2ccc(O)c3c(=O)cc(-c4ccccc4Cl)oc23)cc1	6	6.9%
COc1cccc(-n2nnc3c(=O)n(CC(=O)Nc4cc(C)on4)cnc32)c1	6	4.6%
NNC(=O)c1cncn1-c1ccc(F)cc1	-12	-2.2%
O=C(NCCCN1CCCCCC1)c1ccc2c(c1)NC(=O)C(N1CCOCC1)S2 (configuration not stated)	nt	-14%

Next section, starting with the last seven of the part before.
SMILES	Mtb RmlCD inh	M. tuberculosis GlmU
N/C(=N\OC(=O)c1ccc2c(c1)OCO2)c1cccc([N+](=O)[O-])c1	-6	-1.2%
CCOC(=O)c1sc(=S)n(-c2ccc(Cl)cc2)c1C	nt	-1.4%
Nc1c(S(=O)(=O)c2cc(Cl)ccc2Cl)c2nc3ccccc3nc2n1CCN1CCOCC1	nt	2.2%
CCc1ccc(S(=O)(=O)Nc2ccc(O)c3c(=O)cc(-c4ccccc4Cl)oc23)cc1	6	6.9%
COc1cccc(-n2nnc3c(=O)n(CC(=O)Nc4cc(C)on4)cnc32)c1	6	4.6%
NNC(=O)c1cncn1-c1ccc(F)cc1	-12	-2.2%
O=C(NCCCN1CCCCCC1)c1ccc2c(c1)NC(=O)C(N1CCOCC1)S2 (configuration not stated)	nt	-14%
Cc1occc1C(=O)NNC(=O)c1ccccc1F	0	0.3%
CC12CCC(C(=O)NCCCN3CCOCC3)(C(Br)C1=O)C2(C)C (configuration not stated)	-3	-0.7%
Cc1nc(C)c(-c2ccn(S(=O)(=O)c3ccc(Cl)cc3)n2)o1	nt	-5.7%
O=C(OCC(=O)c1ccccc1Br)c1ccccn1	0	-0.3%
Cc1nc(CS(=O)c2ccc(Cl)cc2)cc(N2CCOCC2)n1 (configuration not stated)	-10	6.0%
O=C(c1ccccc1)[C@H]1CC=CC[C@H]1C(=O)O	nt	-5.2%
Fc1ccc(NC(=S)Nc2cccnc2)cc1	1	-0.3%
COc1ccc(NC(=O)COC(=O)CNS(=O)(=O)c2ccccc2)cc1OC	4	2.8%
COc1cccc(-c2nnc(SCC(=O)Nc3cc(C)on3)n2C)c1	-5	3.5%
COCC(C)n1c(SCc2nc3ccccc3c(=O)[nH]2)nc2ccccc2c1=O (configuration not stated)	0	2.2%
CC1(C)Cc2nc3[nH]c(=S)n(-c4ccccc4)c(=O)c3cc2CO1	nt	3.3%
CCN(CC)S(=O)(=O)c1ccc(N2CCCC2)c(NS(=O)(=O)c2ccccc2)c1	-1	0.8%

In the list so far, 2 contain a COOH group:
SMILES	Mtb RmlCD inh	M. tuberculosis GlmU
COc1cccc(C(N)CC(=O)O)c1 (configuration not stated)	nt	-1.2%
O=C(c1ccccc1)[C@H]1CC=CC[C@H]1C(=O)O	nt	-5.2%

Continuation:
SMILES	Mtb RmlCD inh	M. tuberculosis GlmU
O=C1C2C3C=CC(C4CC34)C2C(=O)N1/N=C/c1ccc(-c2ccccc2[N+](=O)[O-])o1 (configuration not stated)	2	2.5%
CCCC[n+]1ccn(-c2nc3ccccc3nc2[N-]S(=O)(=O)c2ccc(Br)cc2)c1	nt	-3.7%
CCN(Cc1cc2ccccc2[nH]c1=O)C(=O)c1cccc([N+](=O)[O-])c1	nt	1.1%
CCSc1nc2ccccc2n1Cc1ccccc1F	nt	-3.3%
COC(=O)C1N2C(=O)[C@@H](NC(=O)COc3ccccc3)[C@H]2SC1(C)C (some centres not stated)	nt	0.3%
CCCn1c(SCC(=O)c2c[nH]c3ccccc23)nnc1-c1ccncc1	-2	-0.9%
S=C(NCc1ccco1)Nc1ccccn1	nt	-2.8%
CC1(C)CC(=O)C2=C(C1)Oc1ncn(Cc3ccco3)c(=N)c1C2c1ccccc1 (configuration not stated)	23	4.1%
Cc1ccnc(NC(=O)COc2ccc3oc4c(c3c2)CCCC4)c1	nt	6.1%
COC(=O)c1nn(-c2ccccc2)c2nnc(Cc3ccc(C)cc3)c(=O)n12	-9	-4.6%
Oc1oc(C=Nc2ccc(F)cc2F)c2ccccc12	2	-3.2%
CC(C)C(=O)NS(=O)(=O)c1ccc(N)cc1	nt	2.2%
O=C(COC(=O)c1ccc(Br)o1)NCCc1ccccc1	13	-5.5%
N#Cc1ccc(C(=O)Nc2ccc(N3CCN(C(=O)c4ccco4)CC3)cc2)c(F)c1	nt	-3.8%
Nc1cc(Cl)ccc1C(=O)OCC(=O)NC1CCCCC1	2	-5.9%
Cc1ccc(NC(=O)CN(c2ccccc2F)S(C)(=O)=O)cc1	nt	1.2%
O=C(CCN1C(=O)c2ccccc2C1=O)Nc1ccccn1	-8	-1.1%
CC1CCCCC12NC(=O)N(CC(=O)NC(=O)Nc1ccc3c(c1)OCCO3)C2=O (configuration not stated)	-2	-0.4%
CC(C)(C)C(=O)NC1(C(F)(F)F)N=C2SCCN2C1=O (configuration not stated)	nt	0.3%
COc1ccc(CNC2CC(=O)N(C)C2=O)cc1 (configuration not stated)	32	-1.2%
O=C(Nc1nc2c(F)cc(F)cc2s1)C1CC(=O)N(Cc2ccco2)C1 (configuration not stated)	14	-4.4%
CCOC(=O)C1CCN(C(=O)CN2C(=O)C(CC)Oc3ccccc32)CC1 (configuration not stated)	nt	-2.4%
COc1ccc(OCc2nc(C#N)c(NCCCn3ccnc3)o2)cc1	11	-6.1%
CC12CN3CC(C)(CN(C1)C31CCSCC1)C2=O	nt	-1.2%
O=C(NCc1ccccn1)C1CC(=O)N(C2CCCC2)C1 (configuration not stated)	nt	-2.9%
CCOC(=O)Nc1nc(C)c(C(=O)c2ccc(Cl)cc2)s1	nt	-1.5%
Cc1ccc2c(Cl)cc(Cl)c(OCC(=O)Nc3cc(C)on3)c2n1	0	2.2%
CCn1c(=S)sc2c(=O)[nH]c(C)nc21	5	5.5%
Fc1cccc(Cl)c1CSc1nnnn1-c1ccc2c(c1)OCO2	nt	2.9%
S=C(NC1CCCC1)NC1CC1	-5	-1.4%
COC(=O)c1ccccc1NC(=O)CSc1nnc(-c2cccnc2)n1N	-9	1.6%
CCn1c(Cc2ccccc2)nnc1SCC(=O)Nc1ccc2c(c1)OCO2	4	-3.0%
COCCCNC(=O)Nc1ccc(F)cc1F	nt	-3.1%
COc1cc(CNCC(C)C)c(Br)cc1OCC(=O)NCc1ccccc1	nt	-1.6%
Cc1cc(C)n2nc(C(=O)NNC(=O)c3ccccc3)nc2n1	9	-4.8%
COC(=O)c1cc(Cl)c(NC(=O)c2cc3ccccc3o2)cc1OC	11	2.8%
Cc1ccc(NC(=O)COC(=O)CCc2nc3ccccc3c(=O)[nH]2)cc1Cl	-2	-3.1%
CC1CN(C(=O)CSc2nc(-c3ccc(F)cc3)cs2)CC(C)O1 (configuration not stated)	nt	-6.6%
O=C(NCc1ccco1)c1ccc2c(=O)n(Cc3ccco3)c(SCC(=O)N3CCCC3)nc2c1	nt	3.9%
CC1(C)CC(=O)C(C=NCCN2CCNCC2)=C(O)C1	26	-2.2%
COc1ccc(OC)c(C2=NOC(C(=O)NCC3CCCO3)C2)c1 (configuration not stated)	nt	0.9%
Cn1c(=O)[nH]c(=O)c2c1nc(CN1CCOCC1)n2Cc1ccccc1	-9	-4.3%
CC(=O)Nc1ccccc1-c1nnn(CC(=O)Nc2ccc3c(c2)OCCO3)n1	4	1.9%
O=C(NCc1cccs1)c1ccc(Cl)c(S(=O)(=O)N2CCCC2)c1	-16	1.6%
CCc1cccc(CC)c1NC(=O)C[n+]1cccc(C(N)=O)c1	-11	0.6%
Cc1ccc(S(=O)(=O)N(C)c2ccc(C(=O)N3CCCCC3)cc2)cc1	62	-0.9%
Cc1cccc(C)c1OCCNC(=O)c1ccc2ccccc2n1	-6	-2.6%
Cc1c(C(=O)NCc2cccs2)oc2ccc(S(=O)(=O)N3CCOCC3)cc12	nt	0.6%
O=C(c1ccccc1)C1CCN(c2ncccc2[N+](=O)[O-])CC1	-13	1.5%
CN(C)C(=O)Oc1c(Cl)cc(Cl)c2cccnc12	5	0.3%
O=C(CCNC(=O)c1ccccc1Cl)NCC12CC3CC(CC(C3)C1)C2	-4	-2.3%
Cc1c(Cl)cnc(NC(=O)COC(=O)c2ccc3ncsc3c2)c1Cl	-3	0.6%
CCCc1ccc2c(N)c(C#N)sc2n1	nt	-0.3%
O=[N+]([O-])c1ccc(Cl)c(/C=N/n2c(C3CCCCC3)n[nH]c2=S)c1	-5	-1.6%
COc1cccc(N(CC(=O)NCCSc2ccc(Cl)cc2)S(C)(=O)=O)c1	30	-4.7%
CCN(CC)C(=O)Oc1ccc2ccccc2c1Cl	nt	0.2%
CCc1ccc(C2c3[nH]c4ccccc4c3CCN2C(=O)CNC(N)=O)cc1 (configuration not stated)	nt	-7.7%
CC1=C(C)CC(C(=O)NCC(=O)c2ccccc2)C(C(=O)O)C1 (configuration not stated)	6	5.3%
CCc1ccc(C(=O)COC(=O)C(CCSC)NC(=O)c2ccccc2)cc1 (configuration not stated)	nt	-4.1%
O=C(COc1cccc2ccccc12)Nc1nc2ccccc2[nH]1	nt	2.9%

Not a retest: 4 of the compounds above.
SMILES	Mtb RmlCD inh	M. tuberculosis GlmU
O=C(c1ccccc1)C1CCN(c2ncccc2[N+](=O)[O-])CC1	-13	1.5%
CN(C)C(=O)Oc1c(Cl)cc(Cl)c2cccnc12	5	0.3%
O=C(CCNC(=O)c1ccccc1Cl)NCC12CC3CC(CC(C3)C1)C2	-4	-2.3%
Cc1c(Cl)cnc(NC(=O)COC(=O)c2ccc3ncsc3c2)c1Cl	-3	0.6%

(next part)
SMILES	Mtb RmlCD inh	M. tuberculosis GlmU
CCN(C(=O)Cn1cc(C(F)(F)F)ccc1=O)c1c(N)n(Cc2ccccc2)c(=O)[nH]c1=O	30	8.7%
COC(=O)c1ccc(NS(=O)(=O)c2cc(C)ccc2OC)cc1	-10	0.7%
CCCCc1ccc(-c2nc(-c3ccncc3)no2)cc1	7	-5.6%
O=C(COc1ccccc1[N+](=O)[O-])N1CCN(S(=O)(=O)c2ccccc2)CC1	-5	0.7%
Cn1ccnc1C(=O)c1ccc(Cl)c(S(=O)(=O)N2CCOCC2)c1	6	-0.8%
Cn1c(N)c(C(=O)COC(=O)COc2ccc(C#N)cc2)c(=O)n(C)c1=O	-1	nt
